Compound activity (PubChem BioAssay)
proCasp7 act: procaspase-7 activators, primary screen, counter-screen for procaspase-3 activator project, biochemical, absorbance, HTS, human; recombinant procaspase-7, Ac-DEVD-pNA absorbance 405 nm; D23A/D198A/D206A triple mutant, cannot self-cleave; scale: DMSO 0, 5 µM enzyme 100; activation, % at 8.5 µM; Caspase-7 (Homo sapiens), P55210; 0.093% of 330,000 active; AID 463210, 2010;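 active = percent activation above the screen-wide mean plus 3 SD, cut at about 25% in these data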
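Assay system: Uncleavable procaspase-7 mutant enzyme | Input: 2 µM procaspase-7 mutant as dispensed | Timing: 1 h compound preincubation, 2 h substrate cleavage, 25 °C | Repeats: One well per compound | Control set: DMSO wells as 0%, DMSO with 5 µM added PC-7 as 100% | Technique: Epi-absorbance of released pNA at 405 nm, two timepoints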
AHR activator: AHR activators, primary screen, cell-based, luminescence, luciferase reporter, human; Aryl hydrocarbon receptor (Homo sapiens), P35869; AHR-responsive luciferase reporter cells; activation, % at 5 µM; 2.5% of 320,000 active; AID 2796, 2010; in the data active = activation above about 47%;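 note: 0% = vehicle wells and 100% = reference agonist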
Target sequence (P35869 whole entry, looked up): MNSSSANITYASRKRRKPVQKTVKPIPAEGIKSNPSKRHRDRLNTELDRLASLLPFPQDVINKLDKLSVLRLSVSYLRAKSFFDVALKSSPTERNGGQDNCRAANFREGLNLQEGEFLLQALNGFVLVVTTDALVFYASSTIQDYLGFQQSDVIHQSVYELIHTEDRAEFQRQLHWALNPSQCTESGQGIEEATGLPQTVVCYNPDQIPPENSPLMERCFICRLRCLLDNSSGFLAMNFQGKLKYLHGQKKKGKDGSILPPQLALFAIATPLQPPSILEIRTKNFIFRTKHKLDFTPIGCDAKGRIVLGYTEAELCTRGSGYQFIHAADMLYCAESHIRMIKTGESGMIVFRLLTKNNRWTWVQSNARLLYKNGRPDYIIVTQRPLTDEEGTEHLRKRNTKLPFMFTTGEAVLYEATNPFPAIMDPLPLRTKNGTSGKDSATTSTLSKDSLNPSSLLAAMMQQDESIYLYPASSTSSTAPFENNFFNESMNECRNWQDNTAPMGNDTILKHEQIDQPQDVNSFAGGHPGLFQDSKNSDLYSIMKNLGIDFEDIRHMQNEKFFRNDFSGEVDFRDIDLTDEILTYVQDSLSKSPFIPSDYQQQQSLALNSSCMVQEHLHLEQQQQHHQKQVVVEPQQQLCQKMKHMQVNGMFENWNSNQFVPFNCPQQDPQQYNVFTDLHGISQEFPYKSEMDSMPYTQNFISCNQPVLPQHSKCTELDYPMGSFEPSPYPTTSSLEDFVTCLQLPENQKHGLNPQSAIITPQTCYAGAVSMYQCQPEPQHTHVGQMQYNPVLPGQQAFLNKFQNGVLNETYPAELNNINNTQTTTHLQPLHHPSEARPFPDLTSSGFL
GASC-1 inh: inhibitors of GASC-1 histone demethylase, primary screen, biochemical, fluorescence, DELFIA europium; 0.069% of 330,000 active; GST-JMJD2C(1-420) H3K9me3 demethylation; inhibition, % at 2.35 µM; Lysine-specific demethylase 4C (Homo sapiens), Q9H3R0;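 active = more than half of a compound's replicate wells show inhibition beyond 50%, single wells judged on their own value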;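 note: signal counts dimethyl H3K9 product captured on neutravidin plate; 0% = median of DMSO wells and 100% = 0.3 times that DMSO median; strong numbers were not always called active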
procasp3 activ: activators of human procaspase-3 D3A mutant, primary screen, biochemical, absorbance, PC-3 D3A mutant, single concentration; 0.11% of 330,000 active; AID 463141, 2010; activation, % at 8.5 µM; Caspase-3 (Homo sapiens), P42574; recombinant procaspase-3 D3A, Ac-DEVD-pNA absorbance 405 nm;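 active = activation above the mean of all tested compounds plus 3 SD, cut at about 21% in these data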;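 note: 0% = DMSO alone and 100% = DMSO wells spiked with extra 5 µM PC-3 D3A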
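Compound: 8.5 µM single point, 0.8% DMSO / Material: Autoprocessing-dead procaspase-3 D3A mutant enzyme / Timing: 1 h preincubation plus 2 h reaction at 25 °C / Medium: Zinc-free HEPES/NaCl buffer with 0.01% Triton X-100 at pH 7.4 / Technique: 405 nm absorbance of p-nitroaniline, reads at 0 and 120 min / Repeats: one well per compound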
LAP4-GFP MLPCN: modulators of LAP4-GFP expression in yeast, primary screen, S. cerevisiae, multiplex flow cytometry, MLPCN library | 3 h; median GFP as percent of DMSO wells | GFP response vs DMSO, % at 10 µM | 0.34% of 320,000 active | AID 2023, 2009;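 active = GFP response vs DMSO above a set limit, about the screen mean plus 3 SD, cut at about 150% in these data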
Yeast superoxide: reduction of superoxide in aged yeast, primary screen, HTS | S. cerevisiae aged cells, superoxide DHE fluorescence; stronger effect = lower value | superoxide response (% of plate mean), % at 10 µM | 0.18% of 330,000 active | AID 2690, 2010;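 active = superoxide response under a set limit, about three screen SD below normal, cut at about 65% in these data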;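 note: yeast aged for seven days with compound at 30 °C before DHE staining; 100% = average MFI of all compound-treated wells on the plate with controls excluded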
RPL19A TOR yeast: RPL19A-GFP expression modulators in yeast, primary screen, cell-based, S. cerevisiae, multiplex flow cytometry, MLPCN | 0.3% of 330,000 active | S. cerevisiae RPL19A-GFP strain, 3 h; stronger effect = lower value | percent response vs DMSO, % at 10 µM;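 active = percent response vs DMSO below 50%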;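 note: median channel GFP fluorescence of the barcoded RPL19A-GFP strain; ratio of sample median GFP to plate DMSO average so 100% = DMSO; lower means less RPL19A-GFP as with rapamycin TOR inhibition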
MEP2 TOR yeast: modulators of MEP2-GFP levels in yeast, primary screen, S. cerevisiae, multiplex flow cytometry, MLPCN library | S. cerevisiae MEP2-GFP strain, 3 h; 100% = DMSO control level | GFP response vs DMSO, % at 10 µM | 0.51% of 330,000 active;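 active = GFP response versus DMSO above a set limit, roughly screen mean plus 3 SD, cut at about 180% in these data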;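 note: median GFP fluorescence of the barcode-gated MEP2-GFP cells per well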
Starred values were filed as active, the others as inactive; & = joins results of further samples. No enrichment for hits, and some 3.8% of all compounds hit somewhere here.

What do the screens show for `CCC(C)N(C(=O)COC(=O)CNC(=O)c1ccccc1F)C1CCS(=O)(=O)C1` (stereo not drawn)?
proCasp7 act: 9; AHR activator: 3; GASC-1 inh: -7; procasp3 activ: -1; LAP4-GFP MLPCN: 97; Yeast superoxide: 98; RPL19A TOR yeast: 98; MEP2 TOR yeast: 99

How did Cc1cc(NC(=O)CCC(=O)N(c2cccc(F)c2)C(C(=O)NC2CCCC2)c2ccc(C)o2)no1 (stereo not drawn) do in these assays?
proCasp7 act: -5; AHR activator: 0; GASC-1 inh: 4; procasp3 activ: 5; LAP4-GFP MLPCN: 91; Yeast superoxide: 118; RPL19A TOR yeast: 101; MEP2 TOR yeast: 103

How did Cc1ccc(NC(=O)COC(=O)c2nn(C)c(=O)c3ccccc23)cc1F do in these assays?
proCasp7 act: 15; AHR activator: 2; GASC-1 inh: 3; procasp3 activ: 0; LAP4-GFP MLPCN: 108; Yeast superoxide: 112; RPL19A TOR yeast: 95; MEP2 TOR yeast: 103

Results for Cc1ccccc1Nc1c([N+](=O)[O-])ccc2c1=NC1(CCCCC1)N=2 ?
proCasp7 act: 0; AHR activator: 5; GASC-1 inh: 66; procasp3 activ: 3; LAP4-GFP MLPCN: 110; Yeast superoxide: 123; RPL19A TOR yeast: 103; MEP2 TOR yeast: 108

Results for Cc1c(C)c(C)c2[nH]c(-c3ccc4c(c3)OCO4)nc2c1C ?
proCasp7 act: -4; AHR activator: 102*; GASC-1 inh: 21; procasp3 activ: -1; LAP4-GFP MLPCN: 90; Yeast superoxide: 88; RPL19A TOR yeast: 91; MEP2 TOR yeast: 113

Results for Cc1cc(C)n(CC(=O)Nc2ccc3c(c2)OCO3)c(=O)c1C#N ?
proCasp7 act: 14; AHR activator: 1; GASC-1 inh: -10; procasp3 activ: 1; LAP4-GFP MLPCN: 100; Yeast superoxide: 102; RPL19A TOR yeast: 97; MEP2 TOR yeast: 96

What do the screens show for `CN(C)/C=C1\C(=O)N(c2ccc(F)cc2F)C(c2cccnc2)S1(=O)=O` (stereo not drawn)?
proCasp7 act: 5; AHR activator: 1; GASC-1 inh: 10; procasp3 activ: -9; LAP4-GFP MLPCN: 102; Yeast superoxide: 107; RPL19A TOR yeast: 95; MEP2 TOR yeast: 85

Results for O=C1COc2ccc(S(=O)(=O)N3CCC(C(=O)NCc4ccccc4)CC3)cc2N1 ?
proCasp7 act: 4; AHR activator: 0; GASC-1 inh: 9; procasp3 activ: 10; LAP4-GFP MLPCN: 97; Yeast superoxide: 86; RPL19A TOR yeast: 97; MEP2 TOR yeast: 93

Results for COCCN1CCC(CNCc2cn[nH]c2-c2ccc(C)c(C)c2)C1 (stereo not drawn) ?
proCasp7 act: 15; AHR activator: 3; GASC-1 inh: 4; procasp3 activ: 5; LAP4-GFP MLPCN: 103; Yeast superoxide: 96; RPL19A TOR yeast: 102; MEP2 TOR yeast: 103

Results for O=C(O)CCS(=O)(=O)c1nc(-c2cccs2)cc(C(F)(F)F)n1 ?
proCasp7 act: -6; AHR activator: -1; GASC-1 inh: -17; procasp3 activ: 5; LAP4-GFP MLPCN: 92; Yeast superoxide: 104; RPL19A TOR yeast: 92; MEP2 TOR yeast: 98

Results for O=C(NC1CCc2ccccc21)C1CCN(S(=O)(=O)c2ccc(-n3cnnn3)cc2)CC1 (stereo not drawn) ?
proCasp7 act: 4; AHR activator: 7; GASC-1 inh: 10&-9; procasp3 activ: -5; LAP4-GFP MLPCN: 91; Yeast superoxide: 129; RPL19A TOR yeast: 103; MEP2 TOR yeast: 104

Results for C=CCNC(=S)N1CCN(CCN=CC2=C(O)CC(c3ccc(Cl)cc3)CC2=O)CC1 (stereo not drawn) ?
proCasp7 act: 2; AHR activator: -1; GASC-1 inh: -7; procasp3 activ: -5; LAP4-GFP MLPCN: 110; Yeast superoxide: 95; RPL19A TOR yeast: 90; MEP2 TOR yeast: 118

What do the screens show for `Cc1ccccc1NS(=O)(=O)c1ccc(NC(=O)CSCc2ccc(Br)cc2)cc1`?
proCasp7 act: 5; AHR activator: -1; GASC-1 inh: 11; procasp3 activ: 2; LAP4-GFP MLPCN: 99; Yeast superoxide: 110; RPL19A TOR yeast: 99; MEP2 TOR yeast: 99

What do the screens show for `CCOC(=O)c1c(-c2ccc(OC)cc2)nc2nonc2c1N`?
proCasp7 act: 13; AHR activator: 1; GASC-1 inh: -19; procasp3 activ: 5; LAP4-GFP MLPCN: 101; Yeast superoxide: 104; RPL19A TOR yeast: 97; MEP2 TOR yeast: 92

Results for Nc1cccc(S(=O)(=O)Nc2ccc(SC(F)F)cc2)c1 ?
proCasp7 act: 9; AHR activator: 1; GASC-1 inh: -5; procasp3 activ: -1; LAP4-GFP MLPCN: 102; Yeast superoxide: 104; RPL19A TOR yeast: 100; MEP2 TOR yeast: 103

How did NS(=O)(=O)c1ccc(CNC(=O)/C=C/c2ccco2)cc1 do in these assays?
proCasp7 act: -9; AHR activator: 1; GASC-1 inh: -1; procasp3 activ: -5; LAP4-GFP MLPCN: 95; Yeast superoxide: 94; RPL19A TOR yeast: 97; MEP2 TOR yeast: 93

What do the screens show for `Cc1ccc(C(=O)N(C)CC(=O)Nc2cccc(C)c2C)o1`?
proCasp7 act: -2; AHR activator: 1; GASC-1 inh: 7; procasp3 activ: 2; LAP4-GFP MLPCN: 94; Yeast superoxide: 102; RPL19A TOR yeast: 101; MEP2 TOR yeast: 107

What do the screens show for `COC(=O)c1ccccc1NC(=O)c1ccc2c(c1)CC(C)O2` (stereo not drawn)?
GASC-1 inh: 5; LAP4-GFP MLPCN: 87; Yeast superoxide: 98; RPL19A TOR yeast: 104; MEP2 TOR yeast: 107

How did Cc1ccc2nc3c(cc2c1)c(NC(=O)C1CCCO1)nn3CC(C)C (stereo not drawn) do in these assays?
proCasp7 act: -3; AHR activator: 16; GASC-1 inh: -4; procasp3 activ: -9; LAP4-GFP MLPCN: 100; Yeast superoxide: 93; RPL19A TOR yeast: 98; MEP2 TOR yeast: 96

Results for O=C(CNC(=O)c1ccc(Cl)cc1)N/N=C/C=C/c1ccccc1 ?
proCasp7 act: 2; AHR activator: 4; GASC-1 inh: 0; procasp3 activ: -3; LAP4-GFP MLPCN: 93; Yeast superoxide: 96; RPL19A TOR yeast: 101; MEP2 TOR yeast: 110

Results for CN(c1ccccc1)c1nc(-n2ccnc2)nc(-n2ccnc2)n1 ?
proCasp7 act: -1; AHR activator: 92*; GASC-1 inh: -9; procasp3 activ: -8; LAP4-GFP MLPCN: 92; Yeast superoxide: 112; RPL19A TOR yeast: 101; MEP2 TOR yeast: 91

Results for CC(=O)N1CCc2cc(S(=O)(=O)NCC(=O)NCc3ccc(Cl)cc3)ccc21 ?
proCasp7 act: -1; AHR activator: -1; GASC-1 inh: -9; procasp3 activ: 4; LAP4-GFP MLPCN: 98; Yeast superoxide: 99; RPL19A TOR yeast: 97; MEP2 TOR yeast: 98

Results for O=C(Nc1ccc(S(=O)(=O)N2CCCC2)cc1)C1CCN(S(=O)(=O)c2ccc(F)cc2)CC1 ?
proCasp7 act: 1; AHR activator: -1; GASC-1 inh: -22; procasp3 activ: -4; LAP4-GFP MLPCN: 102; Yeast superoxide: 96; RPL19A TOR yeast: 92; MEP2 TOR yeast: 90

How did O=C(NCc1ccccc1)C(c1cccnc1)N(C(=O)c1csnn1)c1ccc(F)cc1 (stereo not drawn) do in these assays?
proCasp7 act: 7; AHR activator: 0; GASC-1 inh: -3; procasp3 activ: 6; LAP4-GFP MLPCN: 109; Yeast superoxide: 93; RPL19A TOR yeast: 102; MEP2 TOR yeast: 110

What do the screens show for `Cc1ccnc(NC(c2ccccn2)c2c(C)[nH]c3ccccc23)c1` (stereo not drawn)?
proCasp7 act: -3; AHR activator: 0; GASC-1 inh: -2; procasp3 activ: -2; LAP4-GFP MLPCN: 102; Yeast superoxide: 101; RPL19A TOR yeast: 97; MEP2 TOR yeast: 102

What do the screens show for `COC(=O)c1cc(OC(=O)CCc2ccc(OC)c(OC)c2)cc(C(=O)OC)c1`?
proCasp7 act: -23; AHR activator: 1; GASC-1 inh: 1; procasp3 activ: -1; LAP4-GFP MLPCN: 96; Yeast superoxide: 133; RPL19A TOR yeast: 105; MEP2 TOR yeast: 105

How did O=C(Nc1ccc2c(c1)OCCO2)c1ccc(NC(=O)C2CCCO2)cc1 (stereo not drawn) do in these assays?
proCasp7 act: -4; AHR activator: -8; GASC-1 inh: -7; procasp3 activ: 0; LAP4-GFP MLPCN: 102; Yeast superoxide: 100; RPL19A TOR yeast: 98; MEP2 TOR yeast: 104

Results for O=C(N/N=C/c1cccs1)C1COc2ccccc2O1 (stereo not drawn) ?
proCasp7 act: 0; AHR activator: 4; GASC-1 inh: -10; procasp3 activ: 1; LAP4-GFP MLPCN: 104; Yeast superoxide: 95; RPL19A TOR yeast: 99; MEP2 TOR yeast: 100

Results for CC(OC(=O)/C=C/c1cccs1)C(=O)NC1CCCCC1C (stereo not drawn) ?
proCasp7 act: 5; AHR activator: 0; GASC-1 inh: -16; procasp3 activ: 0; LAP4-GFP MLPCN: 90; Yeast superoxide: 95; RPL19A TOR yeast: 99; MEP2 TOR yeast: 95

What do the screens show for `O=C1N/C(=C/c2ccc(N3CCOCC3)o2)C(=O)N1c1cccc(Cl)c1`?
proCasp7 act: -12; AHR activator: -1; GASC-1 inh: 4; procasp3 activ: -8; LAP4-GFP MLPCN: 101; Yeast superoxide: 99; RPL19A TOR yeast: 105; MEP2 TOR yeast: 105

How did Cc1ccc(Cn2nc(C)c(NC(=O)CCCn3nc([N+](=O)[O-])c(Cl)c3C)c2C)cc1 do in these assays?
proCasp7 act: 8; AHR activator: 1; GASC-1 inh: -2; procasp3 activ: 4; LAP4-GFP MLPCN: 107; Yeast superoxide: 96; RPL19A TOR yeast: 107; MEP2 TOR yeast: 115

How did CC(C)S(=O)(=O)c1csc(NC(=O)Nc2cc(Cl)ccc2Cl)c1Cl do in these assays?
proCasp7 act: 5; AHR activator: -3; GASC-1 inh: -1; procasp3 activ: 8; LAP4-GFP MLPCN: 103; Yeast superoxide: 96; RPL19A TOR yeast: 95; MEP2 TOR yeast: 92
